Source: PubChem (several laboratories)
KCNK3 inh: human KCNK3 channel inhibition, primary screen. 340,000 tested, 0.84% active. AID 602410. O14649. B-score at 10 µM. CHO-KCNK3 thallium flux, FluxOR fluorescence; active compounds read low;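 active means B-score under library mean minus 4 SD, starting fluorescence ratio at most library mean plus 5 SD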;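 further: more negative B-score means stronger inhibition of thallium flux through KCNK3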
Target sequence (O14649 whole entry, looked up): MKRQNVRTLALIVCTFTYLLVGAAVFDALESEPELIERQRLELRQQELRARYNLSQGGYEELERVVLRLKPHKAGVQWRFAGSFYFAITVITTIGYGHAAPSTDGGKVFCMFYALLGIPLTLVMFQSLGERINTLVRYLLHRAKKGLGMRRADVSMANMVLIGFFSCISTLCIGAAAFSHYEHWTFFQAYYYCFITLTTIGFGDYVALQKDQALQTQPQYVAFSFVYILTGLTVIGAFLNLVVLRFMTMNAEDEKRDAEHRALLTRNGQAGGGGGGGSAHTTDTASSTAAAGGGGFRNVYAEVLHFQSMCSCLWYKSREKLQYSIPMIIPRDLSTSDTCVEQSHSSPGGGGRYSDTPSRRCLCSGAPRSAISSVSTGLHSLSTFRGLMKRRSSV
KCNQ1 inh: human KCNQ1 channel inhibition. P51787. CHO-K1 KCNQ1, FluxOR thallium flux fluorescence; active compounds read high. B-score at 10 µM. 310,000 tested, 1.3% active;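 active means compounds whose thallium flux B-score, printed positive for inhibition, exceeds three library SD while starting fluorescence stays within three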;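 further: channel opened by potassium depolarization with thallium stimulus after 20 min compound exposure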
Target sequence (P51787 whole entry, looked up): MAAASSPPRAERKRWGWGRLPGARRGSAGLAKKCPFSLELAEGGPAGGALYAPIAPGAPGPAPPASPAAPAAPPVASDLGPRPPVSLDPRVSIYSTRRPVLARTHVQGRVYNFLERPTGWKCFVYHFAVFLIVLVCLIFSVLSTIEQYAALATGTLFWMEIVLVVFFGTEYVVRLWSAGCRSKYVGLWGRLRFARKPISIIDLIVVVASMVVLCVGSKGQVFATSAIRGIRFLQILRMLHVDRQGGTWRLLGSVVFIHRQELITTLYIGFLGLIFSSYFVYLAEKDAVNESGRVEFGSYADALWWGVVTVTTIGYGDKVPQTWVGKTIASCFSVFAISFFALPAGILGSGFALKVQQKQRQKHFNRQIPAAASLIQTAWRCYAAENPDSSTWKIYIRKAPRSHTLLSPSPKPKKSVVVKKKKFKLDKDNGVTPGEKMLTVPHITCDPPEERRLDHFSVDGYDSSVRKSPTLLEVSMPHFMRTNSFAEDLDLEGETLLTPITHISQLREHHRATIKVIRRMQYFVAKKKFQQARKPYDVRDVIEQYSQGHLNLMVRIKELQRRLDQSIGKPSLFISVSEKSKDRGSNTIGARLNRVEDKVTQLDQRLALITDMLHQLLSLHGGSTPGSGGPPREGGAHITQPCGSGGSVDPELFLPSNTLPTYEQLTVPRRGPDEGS
KCNQ1 pot: potentiates or activates the human KCNQ1 potassium channel. B-score at 10 µM. AID 2648. CHO-K1 KCNQ1, thallium flux FluxOR fluorescence; active compounds read high. 310,000 tested, 0.35% active. P51787;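 active means fluorescence ratio B-score, a plate-corrected score, at least three library SD, with initial intensity B-score within 5 SD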
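assay system = KCNQ1-transfected CHO-K1 cells | medium = assay buffer with matched DMSO | probe or stimulus = depolarizing K+/Tl+ stimulus, K2SO4 and Tl2SO4 each 12.5 mM in 5x stock | dosing = single dose | incubation = dye 90 min, compound 20 min, room temperature | detection = kinetic FluxOR fluorescence, 10 s baseline plus 110 s post-stimulus | evaluation = ratio B score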
SKKanGAS inh: SKKanGAS growth inhibition. S. pyogenes SKKanGAS, kanamycin growth, BacTiter-Glo, 6 h. inhibition, % at 7.5 µM. 300,000 tested, 1.3% active;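 active means mean replicate score, as percent of positive control median, at least 50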;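 further: strain carries kanamycin resistance gene driven by streptokinase promoter and grows in 40 µg/ml kanamycin; loss of luminescence reflects streptokinase promoter inhibition or plain growth inhibition; 0% = median of DMSO wells and 100% = positive control at its reference dose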
RGS4 inh: human RGS4 inhibition; P49798; HEK293 M3R/RGS4 inducible, Fluo-4 calcium flux; active compounds read high; triggered by carbachol at its EC20; B-score at 10 µM; 310,000 tested, 0.45% active; AID 463165;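 active means B-score, a plate-corrected calcium signal, over three deviations above library mean, with baseline fluorescence within five deviations of library mean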;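 further: RGS4 expression induced by doxycycline in cells with stable M3 receptor; B-score is computed from the integrated fluorescence ratio over baseline after carbachol; higher B-score means a larger calcium signal and so more RGS4 inhibition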
ANO1 activ: mouse TMEM16A channel activation, primary screen. Q8BHY3. HEK293 TMEM16A/YFP-H148Q/I152L, iodide quench fluorescence; active compounds read low. B-score at 10 µM. 340,000 tested, 0.3% active. AID 623877;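 active means fluorescence-ratio B-score plate-corrected deviation score at least 3 library SD below zero, with starting fluorescence score within 5 deviations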;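 further: channel opened by trigger with iodide after compound preincubation; score built on the fluorescence ratio of max minus min over baseline; more negative score means more quench and so TMEM16A activation or potentiation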
ANO1 block: inhibitors of mouse TMEM16A calcium-activated chloride channel | HEK293 TMEM16A/YFP iodide influx fluorescence, ionomycin | normalized B-score (activity score, 25-100; higher = stronger inhibition) at 10 µM | 310,000 tested, 1.2% active;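 active means ratio plate-corrected score three or more library SD toward inhibition, starting fluorescence score within five deviations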;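 further: score derived from kinetic fluorescence span divided by baseline fluorescence per well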
KCNK9 inh: human KCNK9 channel inhibition | Q9NPC2 | HEK293 KCNK9, FluxOR thallium flux fluorescence; active compounds read low | B-score at 10 µM | 310,000 tested, 1.2% active;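 active means ratio B-score over 3 SD below the library mean, with starting fluorescence within 5 SD of its mean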;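 further: negative B-score means less thallium flux so channel inhibition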
hERG rescue: shields human hERG channel from block by proarrhythmic agents; CHO-hERG, FluxOR thallium flux, dofetilide IC70 present; AID 1511; 310,000 tested, 0.51% active; activation (rescue from dofetilide block), less the hit threshold, % at 10 µM; Q12809;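 active means activation above the mean of controls blocked by dofetilide plus 5 SD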;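 further: thallium influx through hERG after potassium depolarization seen as dye fluorescence rise; in these data hits start at about 4.7%; inactives centre near -7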
HDAC3 inh: human HDAC3 inhibition; inhibition, % at 8.3 µM; 320,000 tested, 0.15% active; O15379; recombinant HDAC3, fluorogenic peptide/trypsin coupled, fluorescence; AID 2718; in the data active means inhibition above about 26%, passing the limit was not always enough
RGS4 pot: RGS4 potentiation or activation. B-score at 10 µM. HEK293 M3R/inducible RGS4, carbachol calcium flux Fluo4; active compounds read low. 310,000 tested, 0.92% active;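 active means B-score of the integrated calcium signal more than 4 SD below the library mean, with starting fluorescence not abnormally high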;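 further: negative B-score means reduced calcium response which marks RGS4 activation or potentiation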
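Material: Inducible-RGS4 HEK293 cells carrying M3 receptor; also added: carbachol at ECmax as muscarinic agonist stimulus; incubation: compound preincubation 20 min at room temperature before agonist; signal: Fluo4-AM (2 µM) calcium-flux fluorescence, kinetic read; measure: integrated calcium ratio converted to B score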
The depositor's hits bear a star; i = inactive; x = no result given.

| canonical_smiles | KCNK3 inh | KCNQ1 inh | KCNQ1 pot | SKKanGAS inh | RGS4 inh | ANO1 activ | ANO1 block | KCNK9 inh | hERG rescue | HDAC3 inh | RGS4 pot |
| --- | --- | --- | --- | --- | --- | --- | --- | --- | --- | --- | --- |
| COC(=O)c1c(NC(=O)c2ccc(C)o2)sc2c1CCCCC2 | i | i | i | -3 | i | i | x | i | -17 | x | i |
| COc1ccc(C(CNC(=O)c2ccccc2SC)N(C)C)cc1 (stereo not drawn) | i | i | i | -3 | i | i | i | i | -12 | -6 | i |
| CC1CCC(NC(=O)c2cc3c(=O)n(C)c4ccccc4c3n2C)CC1 (stereo not drawn) | i | i | i | -6 | i | i | i | i | -18 | 1 | i |
| CCOC(=O)C1=C(COC(=O)COc2cc(C)ccc2C)NC(=O)NC1C (stereo not drawn) | i | i | i | -7 | i | i | i | i | -15 | 7 | i |
| COCCCNC(=O)CC(NS(=O)(=O)c1ccc(C)cc1)c1ccco1 (stereo not drawn) | i | i | i | 2 | i | i | i | i | -10 | -6 | i |
| O=C(/C=C\Nc1ccc(Cl)cn1)c1ccc(Br)cc1 | i | i | i | -6 | i | i | i | i | -12 | 7 | i |
| COc1cccc(C(C(=O)NC(C)(C)C)N(CCc2ccccc2)C(=O)CCC(=O)Nc2cc(C)on2)c1OC (stereo not drawn) | i | i | i | 3 | i | i | i | i | -5 | 6 | i |
| CCOc1ccc(-n2c(C)nc3cc(C(=O)NCC4CCCO4)ccc32)cc1 (stereo not drawn) | i | i | i | 4 | i | i | i | i | -7 | 3 | i |
| COc1ccccc1NC(=O)NCc1ccc2c(c1)OCO2 | x | i | i | 2 | i | x | x | i | -12 | x | i |
| Cc1nc2ncnn2c(C)c1CCC(=O)NCc1ccc2c(c1)OCO2 | i | i | i | -1 | i | i | i | i | -13 | 0 | i |
| COc1ccc(C(C)=O)cc1CSc1nnnn1-c1ccc(O)cc1 | i | i | i | 4 | i | i | i | i | -10 | 4 | i |
| CC(NC(=O)CSc1ccccc1)c1ccccc1 (stereo not drawn) | i | i | i | -1 | i | i | i | i | -5 | 2 | i |
| Cc1ccnc(NS(=O)(=O)c2ccc(NC(=O)c3ccc(N4C(=O)CCC4=O)cc3)cc2)n1 | i | i | i | -8 | i | i | i | i | -1 | 6 | i |
| Cc1ccc(S(=O)(=O)N(C)C)cc1NC(=O)c1cc(C(C)(C)C)nn1Cc1ccccc1 | -12* | i | i | 0 | i | i | i | -16* | -5 | 20 | i |
| CCOC(=O)n1c(=O)[nH]c2ccc(Br)cc21 | i | i | i | 13 | i | i | i | i | -6 | 1 | i |
| Oc1ccc(C[C@@H]2CNCCN2CCCCC2CCCCC2)cc1 | i | i | i | 9 | i | i | i | i | -12 | 3 | i |
| Cc1cc(NC(=O)CSc2nc3ccsc3c(=O)n2CCCCC(=O)O)no1 | i | i | i | -1 | i | i | i | i | -8 | -4 | i |
| CCOC(=O)c1ccc(-c2cc(C)no2)[nH]1 | i | i | i | -4 | i | i | i | i | -1 | 0 | i |
| CC1Oc2ccccc2OC1C(=O)Nc1ccccn1 (stereo not drawn) | i | i | i | 2 | i | i | i | i | -3 | 1 | i |
| CCCc1ccc(OCc2ccc(C(=O)N/N=C/c3cccnc3)o2)cc1 | i | i | i | 2 | i | i | i | i | -6 | 7 | i |
| COc1ccc(C(=O)NCCSCc2ccccc2)cc1OC | i | i | i | -21 | i | i | i | i | -12 | 2 | i |
| COc1cccc(C(=O)N/N=C(\C)c2ccc(NC(=O)Cc3ccccc3)cc2)c1OC | i | i | i | 13 | i | i | i | i | -12 | -14 | i |
| COc1ccccc1-c1noc(CCC(=O)Nc2cc(C(F)(F)F)ccc2Cl)n1 | i | i | i | 5 | i | i | i | i | -11 | 3 | i |
| CC(CNC(=O)CCS(=O)(=O)c1ccc2c(c1)NC(=O)CO2)c1ccccc1 (stereo not drawn) | i | i | i | -3 | i | i | i | i | -2 | 0 | i |
| Cc1ccn2c(NC(=O)C(C)(C)Oc3ccc(Cl)cc3)c(-c3cccs3)nc2c1 | i | i | i | 3 | i | i | i | -7.4* | -15 | 8 | i |
| O=C(NC1CCCCC1)C1CCN(S(=O)(=O)c2cccs2)CC1 | i | i | i | 15 | i | i | i | i | -9 | -6 | i |
| O=C(Cc1cccc2ccccc12)NCC1CCCO1 (stereo not drawn) | i | i | i | 2 | i | i | i | i | -2 | 4 | i |
| Cc1nc([N+](=O)[O-])c(C(=O)OCc2cccc(Br)c2)n1C | i | i | i | -1 | i | i | i | i | -8 | 1 | i |
| CCOC(=O)c1c(NC(=S)N2CCOCC2)sc(C)c1C | i | i | i | 13 | i | i | i | i | -10 | -1 | i |
| COC(=O)c1ccsc1-n1cc(C#N)c(=O)n(C)c1=O | i | i | i | 4 | i | i | i | i | 0 | 0 | i |
| COc1ccc(Br)cc1[C@H]1[C@H]2C=CC[C@@H](C)[C@@H]2C(=O)N1Cc1ccccc1 | i | i | i | 42 | i | i | x | i | -9 | x | i |
| NC(=O)c1ccc(N=C2C(=O)Nc3ccc([N+](=O)[O-])cc32)cc1 | i | i | i | 10 | i | i | i | i | -18 | 6 | i |
| CCOC(=O)Cc1nn[nH]n1 | i | 7* | i | 2 | i | i | i | i | -3 | 1 | i |
| COc1ccc(-c2coc3cc(O)cc(O)c3c2=O)cc1OC | i | i | i | 3 | i | i | i | i | -10 | 2 | i |
| COc1cccc2[nH]c3c(N4CCC(C)CC4)ncnc3c12 | i | i | i | 4 | i | i | i | i | -9 | 7 | i |
| COc1ccc(-n2c(SCC(C)=O)nc3sc(C)c(C)c3c2=O)cc1 | i | i | i | 15 | i | i | i | i | -5 | -4 | i |
| COc1cccc(C2=NOC(C(=O)Nc3cc(OC)c(OC)c(OC)c3)C2)c1 (stereo not drawn) | i | i | i | -1 | i | i | i | i | -8 | 2 | i |
| CCC1(CC)Nc2ccccc2C(=O)N1c1ccc(OC)cc1 | i | i | i | -8 | i | i | i | i | -4 | 3 | i |
| Cc1ccc2nc(SCC(=O)NCc3ccc(F)cc3)nc(=O)n2c1 | i | i | i | -3 | i | i | i | i | -10 | 0 | i |
| CCN(C(=O)COc1cc(=O)n(C)c2ccccc12)c1cccc(Cl)c1 | i | i | i | 5 | i | i | i | i | -10 | 11 | i |
| CCN(CC)CCNC(=O)Cn1c(=O)c2cccn2c2ccc(F)cc21 | i | i | i | 0 | i | i | i | i | -6 | -2 | i |
| CCC1=C(c2ccc(C)cc2)S(=O)(=O)N=C1N1CCC(C(=O)NCCCN2CCCCC2)CC1 | i | i | i | 0 | i | i | i | i | -6 | 2 | i |
| COc1ccccc1Nc1nc(N)nc(CSC(=S)N2CCCCC2C)n1 (stereo not drawn) | i | i | i | 3 | i | i | i | i | -6 | -3 | i |
| Cc1c(C(=O)Nc2ccccn2)oc2c(Cl)cccc12 | i | i | i | 8 | i | i | i | i | -14 | 2 | i |
| Cn1c(C(=O)NCCN2CCc3ccccc3C2)cc2c(=O)[nH]c3ccccc3c21 | i | i | i | 1 | i | i | i | i | -10 | 0 | i |
| CCn1c(=O)cc(C(=O)OC)sc1=Nc1ccc(F)c(F)c1 | i | i | i | 3 | 13* | i | i | i | -7 | 5 | i |
| CN(Cc1c(F)cccc1Cl)c1nnnn1-c1ccccc1 | i | i | i | 2 | i | i | i | i | -11 | 5 | i |
| Cc1nc(SCc2ccccc2F)c2oc3ccccc3c2n1 | i | i | i | -10 | i | i | i | i | -2 | 3 | i |
| CC1CCCN(C(=O)CN2C(=O)CSc3ccc(S(=O)(=O)N4CCOCC4)cc32)C1 (stereo not drawn) | i | i | i | -5 | i | i | i | i | -8 | -4 | i |
| Cc1[nH]nc(SCC(=O)N2CCCCCC2)c1[N+](=O)[O-] | i | i | i | 35 | i | i | i | i | -7 | 1 | i |
| CCCS(=O)(=O)c1nc(S(=O)(=O)c2ccc(C)cc2)c(NCc2ccccn2)s1 | i | i | i | 7 | i | i | i | i | 0 | 9 | i |
| O=c1cc(-c2ccccc2)nc(Sc2ccc([N+](=O)[O-])cc2[N+](=O)[O-])[nH]1 | i | i | i | 2 | i | i | i | i | 2 | 3 | i |
| COc1ccc(CCn2c(C)nc3c(c(=O)c4ccccc4n3C)c2=O)cc1 | i | i | i | 15 | i | i | i | i | -3 | 5 | i |
| Cn1c(C(=O)NCCN2CCOCC2)cc2c(=O)n(C)c3ccccc3c21 | i | i | i | -7 | i | i | i | i | -8 | -3 | i |
| CCN(Cc1nc(-c2ccc(OC)c(OC)c2)no1)C(=O)c1ccc2c(c1)OCO2 | i | i | i | -3 | i | i | i | i | -7 | 3 | i |
| Cc1ccc(S(=O)(=O)N2CCN(c3ccccc3)CC2)c(C)c1 | i | i | i | -1 | i | i | i | i | -2 | -4 | i |
| CCc1nc(N)c(C#N)c(-c2ccco2)c1C | i | i | i | 3 | i | i | i | i | -2 | -1 | i |
| Cc1cccc(N2CCN(S(=O)(=O)c3ccc4c(c3)CCC(=O)N4)CC2C)c1 (stereo not drawn) | i | i | i | -5 | i | i | i | i | -4 | -2 | i |
| COCCCNc1nc2nonc2nc1N1CCN2CCCC2C1 (stereo not drawn) | i | i | i | -10 | i | i | i | i | -7 | -4 | i |
| CCOC(=O)c1ccc(-n2c(C)nc3ccc(Br)cc3c2=O)cc1 | i | i | i | -3 | i | i | i | i | -10 | 2 | i |
| COc1ccc(-c2nc(CN3CCN(C(=O)c4ccco4)CC3)c(C)o2)c(OC)c1C | i | i | i | -1 | i | i | i | i | -2 | 9 | i |
| CCc1cc(=O)oc2cc(OS(C)(=O)=O)ccc12 | i | i | i | 4 | i | i | i | i | -5 | -5 | i |
| CC1(C)CN2C(=S)N(c3ccccc3)C(c3ccccc3)N2C1 (stereo not drawn) | i | i | i | 3 | i | i | i | i | -5 | 2 | i |

Looked up by structure from the entries so far (2):
| canonical_smiles | KCNK3 inh | KCNQ1 inh | KCNQ1 pot | SKKanGAS inh | RGS4 inh | ANO1 activ | ANO1 block | KCNK9 inh | hERG rescue | HDAC3 inh | RGS4 pot |
| --- | --- | --- | --- | --- | --- | --- | --- | --- | --- | --- | --- |
| CCc1cc(=O)oc2cc(OS(C)(=O)=O)ccc12 | i | i | i | 4 | i | i | i | i | -5 | -5 | i |
| COc1ccccc1Nc1nc(N)nc(CSC(=S)N2CCCCC2C)n1 (stereo not drawn) | i | i | i | 3 | i | i | i | i | -6 | -3 | i |
